p53null 32C tox: kills p53 null cells at the permissive temperature | H1299-neo p53 null cells, ATP luminescence, 24 h, 32C | Potency, µM (series often up to 46.1 µM), for the others: at the highest dose activity change, negative = cytotoxicity, actives largely listed as cytotoxic | 55,000 tested, 0.62% active;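 also: potency is read from the fitted curve at half-maximal effect; 0% = DMSO only and -100% = full killing by 100 µM tamoxifen; nearly all actives have a fitted effect of over 55% in size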
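Overnight 37C seeding (600 cells/well) of H1299-neo preceded a 24 hr, 32C exposure to compounds up to 46 uM. ATP levels, read by luminescence after 20 min at RT, indicated surviving cells.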
NTMT1 inhibitor: blocks human N-terminal methyltransferase 1 activity | Q9BV86 | NTMT1 MTase-Glo SAH luminescence, purified enzyme | Potency, µM (series often up to 114 µM), for the others: top-dose activity change, negative = inhibition, hits mostly inhibitors | 59,000 tested, 2.5% active | AID 1645870;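 also: potency is read from the fitted curve at half-maximal effect; plate controls were DMSO vehicle for no effect and no enzyme for full effect; nearly all actives have a fitted effect of over 65% in size; many of its hits are not listed in these tables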
Target sequence (Q9BV86 whole entry, looked up): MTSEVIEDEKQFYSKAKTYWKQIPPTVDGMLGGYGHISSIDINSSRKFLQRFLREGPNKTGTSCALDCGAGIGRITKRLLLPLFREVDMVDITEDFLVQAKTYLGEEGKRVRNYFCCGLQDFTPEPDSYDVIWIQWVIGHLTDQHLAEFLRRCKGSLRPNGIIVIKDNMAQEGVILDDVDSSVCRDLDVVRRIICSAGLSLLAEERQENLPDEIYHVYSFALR
GALK inhibitor: inhibitors of human galactokinase (GALK). recombinant GALK, Kinase-Glo ATP luminescence, 1 h. Potency, µM (top dose mostly 57.5 µM), inactives show top-dose activity, negative = inhibition, usual class: inhibitors. 44,000 tested, under 10 active;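 also: plate controls were full GALK reaction for no effect and reaction lacking GALK for full effect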
Target sequence (P51570 whole entry, looked up): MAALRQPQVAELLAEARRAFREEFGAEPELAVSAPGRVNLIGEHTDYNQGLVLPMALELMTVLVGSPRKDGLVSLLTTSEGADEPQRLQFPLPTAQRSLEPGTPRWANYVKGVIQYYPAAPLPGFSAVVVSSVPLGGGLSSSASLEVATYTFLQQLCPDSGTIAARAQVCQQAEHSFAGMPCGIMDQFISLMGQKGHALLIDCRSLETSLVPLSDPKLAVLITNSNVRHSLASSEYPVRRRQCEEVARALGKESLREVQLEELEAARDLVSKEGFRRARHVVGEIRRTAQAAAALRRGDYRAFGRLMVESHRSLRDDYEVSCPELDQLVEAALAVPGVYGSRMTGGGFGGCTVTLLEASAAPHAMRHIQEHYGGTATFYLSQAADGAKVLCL
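Compounds were pinned into ATP buffer, then GALK-galactose mix was added (final 5 nM enzyme, 35 uM ATP, 100 uM galactose, pH 8.0). After 1 h at room temperature, Kinase-Glo Plus was added and luminescence read.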
p53null 39C kill: kills p53 null cells at the nonpermissive temperature; AID 904; 55,000 tested, 0.97% active; Potency, µM (highest dose often 46.1 µM), inactives show top-dose activity, negative = cell killing, most hits filed as cytotoxic; H1299 p53-null (neo) cells, 39C, ATPlite viability, 24 h;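 also: potency is read from the fitted curve at half-maximal effect; 0% = DMSO only and -100% = full killing by 100 µM tamoxifen; nearly all actives have a fitted effect of over 50% in size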
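ATP-luminescence viability readout (ATPlite, 20 min RT) after 24 hr compound treatment at 39C of H1299-neo or H1299-p53A138V cells; titration up to 46 uM; normalized to DMSO and 100 uM tamoxifen; Hill-fit AC50.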
FH mod: Identification of activators of human fumarate hydratase by quantitative high-throughput screening; Fumarate hydratase, mitochondrial (Homo sapiens), P07954; FH coupled MDH/diaphorase resazurin fluorescence, 15 min; Potency, µM (highest dose often 79.9 µM), without a hit: at the top dose activity change, negative = inhibition, hits mostly inhibitors; 54,000 tested, 0.22% active; also: potency is read from the fitted curve at half-maximal effect; % is scaled to controls: 0 for no effect and ±100 for the full control effect; the screen sought activators but most active calls are inhibition curves; nearly all actives have a fitted effect of over 45% in size
B2AR arrestin ag: agonists recruiting beta-arrestin to human beta2-adrenergic receptor; HTLA Tango cells, beta-arrestin recruitment, luciferase luminescence, 18 h; Potency, µM (top dose mostly 46.1 µM), inactives show at the highest dose activation, most hits filed as activators; 44,000 tested, under 10 active;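 also: potency is read from the fitted curve at half-maximal effect; 0% = DMSO and full agonism = EC100 isoproterenol or metaproterenol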
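Luminescence read-out: arrestin recruitment to recombinant beta2-AR releases tTA, inducing luciferase. Cells exposed 18 hr at 37 degrees C to up to 46 microM compound; %Activity from corrected signal, concentration-response curves classified by r2, magnitude and efficacy.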
PTAP-TSG101 blk: inhibitors of HIV-1 PTAP binding to human TSG101, validation; Potency, µM (doses to about 115 µM), inactives show top-dose activity change, negative = inhibition, most hits filed as inhibitors; Fluorescence polarization, FITC-PTAP peptide/Tsg101, 20 min; Q99816; 44,000 tested, under 10 active; AID 1347069; also: potency is read from the fitted curve at half-maximal effect; 0% is about no effect
Target sequence (Q99816 whole entry, looked up): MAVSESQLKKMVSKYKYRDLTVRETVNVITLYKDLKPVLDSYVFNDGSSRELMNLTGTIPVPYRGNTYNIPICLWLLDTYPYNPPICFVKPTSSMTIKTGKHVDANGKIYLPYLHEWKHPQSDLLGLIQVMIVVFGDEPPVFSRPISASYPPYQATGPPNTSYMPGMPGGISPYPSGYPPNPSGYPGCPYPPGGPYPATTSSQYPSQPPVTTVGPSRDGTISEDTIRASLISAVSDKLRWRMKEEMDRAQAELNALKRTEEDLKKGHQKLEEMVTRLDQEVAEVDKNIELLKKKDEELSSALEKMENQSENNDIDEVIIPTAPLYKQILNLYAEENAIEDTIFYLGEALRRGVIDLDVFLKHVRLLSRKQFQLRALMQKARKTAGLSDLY
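Read-out is FITC fluorescence polarization. Compounds were added to Tsg101 binding domain (10 uM final), then FITC-PTAP peptide (50 nM final), 20 min at r.t. Total S+P intensity flags fluorescent compounds.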
The depositor's hits bear a star; ? = inconclusive; . = no result given; [ ] = remark or other dose. Calls follow the shape of the dose curve; as a rule, active = well fitted curve in the direction sought with a large enough effect; inconclusive = small, poorly fitted or top-dose-only effect, or another doubt; inactive = no such curve, though single readings can be large; an effect the other way counts as inactive or inconclusive. Not all compounds are listed. The share of hits here may be higher or lower than overall.

SMILES | p53null 32C tox | NTMT1 inhibitor | GALK inhibitor | p53null 39C kill | FH mod | B2AR arrestin ag | PTAP-TSG101 blk
C=C(C)Cn1c(SCC(=O)Nc2cccc(Cl)c2)nc2sc3c(c2c1=O)CCCC3 | 0% | . | 0% | 2% | . | -1% | 0%
COc1ccc(-c2cc(-c3ccccc3)nc(SCC(=O)Nc3ccccc3F)c2C#N)cc1 | 5%[9.22 µM] | -5% | 9% | 0% | -15% | 0% | 7%
CC(=O)c1ccc(NS(=O)(=O)c2ccc3c(c2)NC(=O)CCS3)cc1 | 0% | 11% | -1% | -3% | 0% | 2% | -5%
CCCN(CCC)S(=O)(=O)c1ccc2c(c1)N(CC(=O)NCc1ccc(F)cc1Cl)C(=O)CS2 | 5% | 7% | -2% | 51%[activator] | -28% | ? | 1%
CCOc1ccc(C(c2c(O)cc(C)n(Cc3ccco3)c2=O)N2CCN(c3ccccc3)CC2)cc1 (configuration not stated) | 1% | 1% | 1% | -7% | -12% | 1% | -7%
COc1ccc(N(CC(=O)N2CCc3ccccc3C2)S(=O)(=O)c2ccc(C)cc2)cc1Cl | 7% | 8% | 0% | 5% | -3% | 1% | 0%
COc1ccc(-c2nc3c(c(SCC(=O)Nc4cc(C)cc(C)c4)n2)Cc2c(CO)cnc(C)c2O3)cc1 | 0% | 9% | 1% | -13% | 4% | 0% | -1%
O=C(CCn1cnc2onc(-c3ccc(F)cc3)c2c1=O)N1CCN(c2ccccc2F)CC1 | -3% | ? | 1% | 2% | -12% | 1% | 2%
CC(C)c1ccc(NC(=O)C2CCC(CNS(=O)(=O)c3ccc4c(c3)CCCC(=O)N4)CC2)cc1 (configuration not stated) | -7% | 11% | -3% | -3% | -5% | 1% | -6%
Cc1ccc(CNC(=O)c2ccc3c(c2)nc(C)n3-c2cc(C)cc(C)c2)cc1 | 33%[activator] | 16% | -1% | 7% | ? | 2% | -2%
COc1ccccc1Nc1c2c(nc3ccc(NC(=O)/C=C/c4cc(OC)c(OC)c(OC)c4)cc13)CCCC2 | 16µM* | -1% | 6% | 10µM* | -15% | 0% | -4%
CCc1ccc(CNC(=O)c2cnc3c(C)cccn3c2=O)cc1 | 6% | ? | -1% | 6% | -16% | -2% | -1%
COc1cc(OC)c(N(C)C(=O)Cn2ncc3c([nH]c4ccccc43)c2=O)cc1Cl | -3% | -10% | -8% | -7% | 5% | 2% | -5%
CCOc1cc2[nH]c(=O)n(CCC(=O)N3CCN(c4cccc(Cl)c4)CC3)c(=O)c2cc1OCC | -3% | 9% | -1% | 5% | -17% | -2% | 2%
Cc1nc2ccc(S(=O)(=O)N(CC(=O)Nc3ccc(F)cc3F)Cc3ccccc3)cc2s1 | -5% | -8% | 0% | 2% | -5% | 0% | 0%
Cc1ccc(CNC(=O)CCCCCn2c(=O)c3sccc3n(CC(=O)N3CCCCC3C)c2=O)cc1 (configuration not stated) | -3% | 1% | -9% | -16% | 1% | -2% | -1%
COc1ccccc1C1C=C(c2ccc(F)cc2)Nc2nc(-c3ccc(Cl)cc3)nn21 (configuration not stated) | 10% | 15% | -11% | 38%[activator] | -20% | -1% | 2%
CCc1ccc(NC(=O)CCn2nc(C)c(S(=O)(=O)N3CCCCC3)c2C)cc1 | -9% | -6% | 0% | 1% | 1% | -1% | -6%
COc1ccc(Cn2ccn(Cc3cccc(OC)c3)c(=O)c2=O)cc1 | 18% | 0% | 1% | 30% | 4% | 1% | -1%
CCOc1ccccc1NC(=O)Cn1c(=O)n(-c2ccc(Cl)cc2)c(=O)c2oc3ccccc3c21 | -4% | 1% | ? | -7% | -5% | 0% | 2%
CCc1ccc(NC(=O)C2CCCN(S(=O)(=O)c3c(C)[nH]c(=O)[nH]c3=O)C2)cc1 (configuration not stated) | -3% | 16% | 2% | -4% | -1% | 0% | -3%
COc1ccc(CNC(=O)Cn2ccc3cc(S(=O)(=O)N4CCCCC4)ccc32)c(OC)c1 | -8% | 1% | 1% | 4% | -20% | 0% | -1%
COc1cccc(CNC(=O)c2cnc(N3CCCCC3)c3ccccc23)c1 | 16% | 0% | -8% | 20% | -6% | -1% | -3%
CC(=O)c1ccc(NC(=O)c2cc(-c3ccc(C)s3)nc3ccccc23)cc1 | -20% | ? | 6% | ? | 6% | 1% | 1%

In a second layout: entries from further up.
Fields – p53null 32C tox | NTMT1 inhibitor | GALK inhibitor | p53null 39C kill | FH mod | B2AR arrestin ag | PTAP-TSG101 blk
> CCCN(CCC)S(=O)(=O)c1ccc2c(c1)N(CC(=O)NCc1ccc(F)cc1Cl)C(=O)CS2
    5% | 7% | -2% | 51%[activator] | -28% | ? | 1%
> CCOc1ccc(C(c2c(O)cc(C)n(Cc3ccco3)c2=O)N2CCN(c3ccccc3)CC2)cc1 (configuration not stated)
    1% | 1% | 1% | -7% | -12% | 1% | -7%
> COc1ccc(N(CC(=O)N2CCc3ccccc3C2)S(=O)(=O)c2ccc(C)cc2)cc1Cl
    7% | 8% | 0% | 5% | -3% | 1% | 0%
> COc1ccc(-c2nc3c(c(SCC(=O)Nc4cc(C)cc(C)c4)n2)Cc2c(CO)cnc(C)c2O3)cc1
    0% | 9% | 1% | -13% | 4% | 0% | -1%
> O=C(CCn1cnc2onc(-c3ccc(F)cc3)c2c1=O)N1CCN(c2ccccc2F)CC1
    -3% | ? | 1% | 2% | -12% | 1% | 2%
> CC(C)c1ccc(NC(=O)C2CCC(CNS(=O)(=O)c3ccc4c(c3)CCCC(=O)N4)CC2)cc1 (configuration not stated)
    -7% | 11% | -3% | -3% | -5% | 1% | -6%
> Cc1ccc(CNC(=O)c2ccc3c(c2)nc(C)n3-c2cc(C)cc(C)c2)cc1
    33%[activator] | 16% | -1% | 7% | ? | 2% | -2%
> COc1ccccc1Nc1c2c(nc3ccc(NC(=O)/C=C/c4cc(OC)c(OC)c(OC)c4)cc13)CCCC2
    16µM* | -1% | 6% | 10µM* | -15% | 0% | -4%
> CCc1ccc(CNC(=O)c2cnc3c(C)cccn3c2=O)cc1
    6% | ? | -1% | 6% | -16% | -2% | -1%
> COc1cc(OC)c(N(C)C(=O)Cn2ncc3c([nH]c4ccccc43)c2=O)cc1Cl
    -3% | -10% | -8% | -7% | 5% | 2% | -5%

Continuation.
SMILES | p53null 32C tox | NTMT1 inhibitor | GALK inhibitor | p53null 39C kill | FH mod | B2AR arrestin ag | PTAP-TSG101 blk
N#Cc1ccccc1NC(=O)C(=O)NCC(c1cccnc1)N1CCc2ccccc2C1 (configuration not stated) | -3% | 0% | -11% | ? | -8% | 3% | -1%
CCOC(=O)c1cc(NC(=O)c2ccccc2)c(=O)n2c1oc1ccc(Cl)cc12 | -4% | -10% | -1% | -34% | -10% | 1% | 0%
Cc1cccc(OC(=O)c2cc(-c3ccc(Cl)cc3)on2)c1C | 6% | -6% | -2% | 10% | -5% | -2% | 8%
CCCOC(=O)c1c(NC(=O)c2cc3nc(-c4ccc(OC)cc4)cc(C(F)(F)F)n3n2)sc2c1CCCC2 | -4% | ? | 1% | -7% | 1% | 6% | -7%
CCOC(=O)CNC(=O)N1CCCN(S(=O)(=O)c2ccc3c(ccn3CC)c2)CC1 | -2% | -5% | 3% | 5% | -4% | -1% | 0%
Cc1ccccc1CNC(=O)c1ccc(Cn2c(SCc3ccccc3)nc3cccnc32)cc1 | 1% | -10% | -2% | 5% | -21% | 1% | 6%
CCCCc1nn2c(=O)cc(COC(=O)c3cccc(NC(=O)CCc4ccccc4)c3)nc2s1 | 1% | 3% | -2% | 7% | -10% | 1% | 2%
CCc1cccc(CC)c1NC(=O)c1c(C)oc2ccc(O)c(CN3CCN(C)CC3)c12 | 10% | . | 1% | 29% | . | -1% | -1%
O=C(Nc1ccccc1C(F)(F)F)c1ccc(F)c(S(=O)(=O)N2CCc3ccccc3C2)c1 | 3% | 6% | 2% | 21% | -10% | 0% | -3%
Cc1ccc(CN(C(=O)COc2cccc([N+](=O)[O-])c2)c2ccccn2)o1 | -28% | ? | -4% | ? | -4% | -4% | -7%
CCOC(=O)N1CCc2c(sc3c2C(=O)NC(c2ccccc2F)N3)C1 (configuration not stated) | 16% | -12% | 3% | -16% | 1% | 1% | 0%
CC1CCC(NC(=O)CCc2cn(Cc3ccc(F)cc3)c3ccccc23)CC1 (configuration not stated) | -6% | 23% | -6% | -25% | -2% | -1% | 2%
CCc1nc2ccc(C(=O)N3CCN(c4cccc(OC)c4)CC3)cc2nc1CC | 4% | -5% | -6% | 4% | -14% | -3% | -4%
O=C(NCc1ccccc1)c1ccc(CSc2nc3cccnc3n2Cc2ccccc2F)cc1 | 1% | ? | 0% | -14% | -27% | 3% | -5%
CCN(CC)c1ccc(CNS(=O)(=O)c2cc3c(cc2C)NC(=O)CO3)cc1 | -2% | ? | 1% | -2% | -6% | -1% | 0%
CCc1ccc(NC(=O)Cn2cc(S(=O)(=O)N3CCCC3)c(S(=O)(=O)N3CCCC3)c2)cc1 | -10% | 22% | -4% | -10% | ? | 0% | 1%
Cc1cccc(OCC(=O)Nc2ccc3nc(Nc4cccc(Cl)c4)cc(C)c3c2)c1 | -7% | -7% | 1% | ? | -7% | 1% | -4%
Cc1c(Cl)cccc1NC(=O)CCS(=O)(=O)c1ccc(Br)s1 | 5% | 8% | 1% | -29% | 2% | 1% | 4%
CCOc1ccc(C(=O)Nc2ccc3c(c2)CCCN3S(=O)(=O)c2ccc(C)cc2)cc1 | -1% | 4% | -3% | 3% | -12% | 0% | 0%
CCOc1ccc(/C=C/c2nc(C#N)c(NCCc3ccccc3)o2)cc1 | 0% | 16% | 0% | ? | -1% | 0% | -3%
Cc1ccc(-c2cnc(NCc3ccc(C(F)(F)F)cc3)n2C)cc1 | ? | -23% | -3% | -18% | -14% | 1% | -4%
O=C(O)c1cc(-n2c(/C=C\c3ccc(F)cc3)nc3ccccc3c2=O)ccc1Cl | -5% | -6% | 0% | -9% | -7% | 3% | 0%
COc1ccc(OC)c(NC(=O)C2CCN(S(=O)(=O)c3c(C)noc3/C=C/c3ccc(C)cc3)CC2)c1 | 5% | -1% | -3% | 4% | -17% | -1% | -2%
COC(=O)c1ccccc1NC(=O)CCCn1c(C)c2cnn(-c3ccccc3)c(=O)c2c1C | 1% | 8% | 6% | -14% | 4% | -4% | 3%
N#C/C(=C\c1c(Oc2ccc(F)cc2)nc2ccccn2c1=O)c1nc2ccccc2s1 | 3% | -16% | 2% | -20% | ? | 1% | 0%
CC(CNC(=O)C1CCN(C(=O)c2cc3sccc3n2C)CC1)c1ccccc1 (configuration not stated) | 3% | 2% | 7% | -18% | 6% | -1% | -5%
Clc1ccccc1Cn1cccc1C1=NC(Cc2ccccc2)CO1 (configuration not stated) | -3% | ? | -1% | -13% | -20% | 1% | 1%

Source: PubChem BioAssay
